# Screens (PubChem)
# RGS12 GoLoco inh = blocks human Gai1 binding to RGS12 GoLoco peptide, red readout; P63096; Gai1:RGS12 GoLoco peptide FP, rhodamine, 10 min; Potency, µM (highest dose often 61.6 µM), for inactives: at the highest dose activity, negative = inhibition, hits mostly inhibitors; 0.44% of 230,000 active; AID 880; active means well fitted inhibition curve with a large enough effect, not every such curve was filed as active; inactive means no such curve, though single readings can be large or run the other way; further: on the % scale 0 is the no-effect control and ±100 the full control effect; nearly all actives have a fitted effect of over 30% in size; many of its hits are not listed in these tables
# Target sequence (P63096 whole entry, looked up): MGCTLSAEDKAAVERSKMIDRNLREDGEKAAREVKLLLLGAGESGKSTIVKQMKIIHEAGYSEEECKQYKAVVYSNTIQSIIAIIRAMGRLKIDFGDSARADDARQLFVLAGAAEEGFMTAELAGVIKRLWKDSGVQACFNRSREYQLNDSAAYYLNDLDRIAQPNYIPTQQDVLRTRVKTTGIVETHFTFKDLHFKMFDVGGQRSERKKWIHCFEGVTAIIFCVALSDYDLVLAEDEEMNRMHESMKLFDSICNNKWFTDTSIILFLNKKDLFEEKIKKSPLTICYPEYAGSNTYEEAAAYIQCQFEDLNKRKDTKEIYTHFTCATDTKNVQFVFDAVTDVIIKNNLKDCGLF
# IMPase Li cell = cell-permeable IMPase inhibitors with lithium potentiation. CHO-M1 cells, IP1 TR-FRET (IP-One), carbachol + lithium. Potency, µM (highest dose often 59.4 µM), for inactives: at the highest dose activity, negative = IMPase inhibition, hits mostly inhibitors. 0.35% of 210,000 active. AID 1457;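 further: IP1 builds up when IMPase is blocked and the TR-FRET signal falls; plate controls were basal vehicle for no effect and high inhibitor control for full effect; nearly all actives have a fitted effect of over 50% in size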
#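 Test compounds were applied to CHO-M1 cells previously cultured for 16–30 h at 2000 per well. A small lithium amount accompanied them; after 30 min at 37C, IP1 was quantified by TR-FRET.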
# JMJD2E inh = JMJD2E (human) inhibition; 1.6% of 230,000 active; JMJD2E catalytic domain, FDH-coupled NADH fluorescence (FDH is formaldehyde dehydrogenase); Potency, µM (top dose mostly 57.1 µM), for inactives: top-dose activity change, negative = inhibition, usual class: inhibitors; B2RXH2; active means well fitted inhibition curve with a large enough effect, not every such curve was filed as active; inconclusive means small, poorly fitted or top-dose-only effect, or another doubt; inactive means no such curve, though single readings can be large or run the other way;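 further: 0% = wells with enzyme and -100% = buffer wells without enzyme; nearly all actives have a fitted effect of over 50% in size; many of its hits are not listed in these tables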
# Epigenetic derep = derepresses silenced GFP reporter in murine cells; murine LDR cells, GFP reporter derepression, 30 h; Potency, µM (highest dose often 53.9 µM), for inactives: top-dose GFP activation, hits mostly activators; 0.2% of 280,000 active; further: % of control where 0% means no effect; nearly all actives have a fitted effect of over 60% in size
#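 Readout is the number of GFP-expressing murine LDR cells, counted by cytometry following washing. Cells were treated with compound for 30 h at 37 C; the stably integrated CMV-GFP locus is normally silent.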
# RECQ1 helicase = RECQ1 (human) helicase inhibition; P46063; 0.54% of 240,000 active; RECQ1 DNA unwinding, red fluorescence kinetic read; Potency, µM (titrated, usually from 57.3 µM), inactives show top-dose activity, negative = inhibition, usual class: inhibitors;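 further: plate controls were vehicle for no effect and no enzyme for full effect; nearly all actives have a fitted effect of over 30% in size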
# Target sequence (P46063 whole entry, looked up): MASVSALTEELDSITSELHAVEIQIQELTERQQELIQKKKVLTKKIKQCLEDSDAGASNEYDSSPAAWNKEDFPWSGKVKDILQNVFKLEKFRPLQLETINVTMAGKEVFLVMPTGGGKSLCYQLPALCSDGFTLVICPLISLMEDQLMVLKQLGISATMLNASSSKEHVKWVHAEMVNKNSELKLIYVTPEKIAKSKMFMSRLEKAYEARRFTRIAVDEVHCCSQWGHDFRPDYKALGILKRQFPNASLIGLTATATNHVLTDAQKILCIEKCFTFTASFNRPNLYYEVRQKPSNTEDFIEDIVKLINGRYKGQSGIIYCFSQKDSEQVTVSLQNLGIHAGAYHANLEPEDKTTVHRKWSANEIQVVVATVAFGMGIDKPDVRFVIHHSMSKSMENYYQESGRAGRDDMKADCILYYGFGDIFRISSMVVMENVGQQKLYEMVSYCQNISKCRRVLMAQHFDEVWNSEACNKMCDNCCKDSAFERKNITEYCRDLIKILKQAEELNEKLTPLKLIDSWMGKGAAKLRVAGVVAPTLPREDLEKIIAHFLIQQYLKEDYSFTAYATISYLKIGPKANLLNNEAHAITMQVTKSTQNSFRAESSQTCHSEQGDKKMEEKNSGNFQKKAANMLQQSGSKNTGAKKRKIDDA
#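 RECQ1T1 50 nM; forked duplex (20 bp + 30-nt ss tails) 200 nM, ATP 2 mM final; pH 8.0, 2 mM MgCl2, 2.5 ug/ml poly(dI-dC); 15 min compound preincubation; discontinuous kinetic read over 2 h at RT.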
# KinaseGlo FLuc = blocks Kinase-Glo luciferase, a counter-screen artifact; Q27757; Kinase-Glo luciferase, ATP luminescence, 8 min; Potency, µM (titrated, usually from 38.3 µM), for the others: at the top dose activity change, negative = inhibition, actives largely listed as inhibitors; 0.28% of 200,000 active; further: on the % scale 0 is the no-effect control and ±100 the full control effect; nearly all actives have a fitted effect of over 60% in size
#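 Compound is pinned into ATP-containing buffer (10 uM ATP, imidazole pH 7.2, 7 mM MgCl2). Kinase-Glo luciferase reagent is then added. Light output is recorded following an 8-min room-temperature incubation.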
# NPSR antagonist = neuropeptide S receptor (human) antagonism, cAMP; CHO-NPSR cells, cAMP TR-FRET, antagonist mode; 1% of 220,000 active; Potency, µM (highest dose often 38.3 µM), for the others: at the top dose activity change, negative = inhibition, usual class: inhibitors; AID 1461; further: on the % scale 0 is the no-effect control and ±100 the full control effect; nearly all actives have a fitted effect of over 50% in size; many of its hits are not listed in these tables
# SMN2 splice up = enhancers of SMN2 splice variant expression. Potency, µM (titrated, usually from 46.1 µM), inactives show at the highest dose activity change, positive = activation, actives largely listed as activators. AID 1458. 2.8% of 210,000 active. HEK293 SMN2-luciferase splicing reporter, luminescence, 30-36 h; further: % of control where 0% means no effect; nearly all actives have a fitted effect of over 55% in size
#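 HEK293 cells carry an SMN2 […]–luciferase reporter in which exon 7 inclusion puts luciferase in frame. Cells were plated 10-12 h before compound addition, then incubated 30-36 h at 37C. ONE-Glo luminescence was read; sodium butyrate at 4.5 mM final served as control.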
# Active calls of the source: *; i = inactive; ? = inconclusive; . = no result given; [ ] = remark or other dose. Unless noted, the call rests on the fitted dose curve; in most records, active means well fitted curve in the direction sought with a large enough effect; inconclusive means small, poorly fitted or top-dose-only effect, or another doubt; inactive means no such curve, though single readings can be large; an effect the other way counts as inactive or inconclusive. Potency means the concentration at half of the fitted maximal effect. Only part of the results is shown; count on the stated rates, not on these rows.
Compound,RGS12 GoLoco inh,IMPase Li cell,JMJD2E inh,Epigenetic derep,RECQ1 helicase,KinaseGlo FLuc,NPSR antagonist,SMN2 splice up
CN1CCN(c2ccc(NC(=O)COc3ccccc3Cl)cc2)CC1,4%,22%[38.3 µM],1%,0.2%,0%,2%,5%[46.1 µM],-15%
Cc1oc(-c2ccccc2F)nc1CSCC(=O)NCc1ccc2c(c1)OCO2,1%,1%[38.3 µM],-2%,-0.9%,-9%,-3%,-16%[46.1 µM],-16%
O=C(N1CCOCC1)N1CCN(S(=O)(=O)N2CCCCC2)CC1,2%,0%[38.3 µM],4%,0.0%,0%,0%,-5%[46.1 µM],8%
C/C=C/c1c(F)c(F)c(Oc2ccc(C(=O)O)cc2)c(F)c1F,0%,29%[38.3 µM],-1%,-0.8%,i,-5%,4%[46.1 µM],2%
O=C(O)CCn1c(=O)c2ccccc2c2ccccc2c1=O,16%,21%[38.3 µM],-6%,-1.0%,-10%,1%,-11%[46.1 µM],-5%
CN(C)c1nc(SCC#N)nc(N2CCOCC2)n1,7%,-5%[38.3 µM],1%,0.0%,-4%,6%,-3%[46.1 µM],-3%
COc1ccc(CCNC(=O)CN(c2ccccc2)S(C)(=O)=O)cc1OC,-13%,17%[38.3 µM],1%,-1.0%,i,-3%,-5%[46.1 µM],17%
COc1cc(Cl)c(C)cc1NC(=O)COC(=O)C(NS(=O)(=O)c1ccc(Cl)cc1)C(C)O (stereo not given),6%,-1%,?,-1.8%,-3%,-3%,-8%,4%
Cc1ccc(NC(NC(=O)c2ccccn2)C(Cl)(Cl)Cl)cc1 (stereo not given),-7%,15%[38.3 µM],-2%,4.6%,i,1%,-19%[46.1 µM],-23%
NC(=O)C1(N2CCCCC2)CCN(Cc2ccccc2Cl)CC1,2%,0%[38.3 µM],4%,-0.8%,-11%,1%,-4%[46.1 µM],-16%
CCOP1(=O)C=C(C(C)(C)C)OC1c1ccc(F)cc1 (stereo not given),-1%,26%[38.3 µM],6%,0.0%,-9%,1%,-20%[46.1 µM],16%
CC(C)NC(=O)C(=O)NC1CCCCCC1,-9%,-7%[38.3 µM],0%,2.9%,-8%,-7%,-1%[46.1 µM],-9%
Cc1ccc(-c2nn(-c3ccccc3)cc2C(=O)O)o1,8%,0%,?,-1.5%,32µM*,-2%,-8%,2%
Fc1ccc2nc3n(c2c1F)CCCCCC3,5%,0%[38.3 µM],2%,-0.7%,i,-1%,-4%[46.1 µM],-22%
CCCn1c(=O)c2[nH]cnc2n(-c2ccccc2C)c1=O,8%,.,9%,-1.4%,-8%,.,-4%[7.67 µM],.

# More records follow.
Compound,RGS12 GoLoco inh,IMPase Li cell,JMJD2E inh,Epigenetic derep,RECQ1 helicase,KinaseGlo FLuc,NPSR antagonist,SMN2 splice up
O=C(N1CCC(O)(c2cccnc2)CC1)C12CC3CC(CC(C3)C1)C2,-2%,7%[38.3 µM],1%,-1.4%,i,1%,-1%[46.1 µM],-19%
C#CCn1c(=NC(=O)c2ccccc2[N+](=O)[O-])sc2cc(S(C)(=O)=O)ccc21,-1%,-8%,12%,?,-13%,-2%,-1%,-15%
Brc1cc2c(cc1C1Nc3ccccc3C3C=CCC31)OCO2 (stereo not given),0%,1%,-10%,1.5%,-4%,-1%,-32%,-11%
CN(C)CCNC(=O)Cn1nc(-c2ccc(Cl)cc2)ccc1=O,-3%,-9%[38.3 µM],-12%,1.0%,-7%,-4%,-6%[46.1 µM],-8%
Cc1cccc2cc(CN(CCCN3CCOCC3)Cc3nnnn3C(C)(C)C)c(=O)[nH]c12,4%,30%[38.3 µM],-9%,0.0%,11%,-4%,-12%[46.1 µM],?
Cc1cc(C)c(NC(=O)CS(=O)CC(=O)NCCCc2ccccc2)c(C)c1 (stereo not given),7%,5%[38.3 µM],5%,1.0%,-1%,1%,-6%[46.1 µM],-10%
O=C(NNC1=NCCC1)c1cccc(S(=O)(=O)N2CCCC2)c1,2%,-1%,-14%,1.0%,1%,0%,10%,-2%
Cn1c(SCC(=O)N2CCc3ccccc3C2)nnc1-c1ccncc1,2%,-8%,-3%,5.2%,i,5%,4%,-14%
O=C1C=C(NCc2ccc(Cl)cc2Cl)C2(CCCCC2)O1,-4%,35%[activator][38.3 µM],1%,0.7%,-6%,17%,11%[46.1 µM],-21%
Brc1ccccc1-c1csnn1,-1%,-3%,-3%,-1.9%,-1%,2%,10%,1%
Cc1ccc(C)c(C(=O)CCC(=O)Nc2cccnc2)c1,9%,16%[38.3 µM],7%,-1.1%,-12%,0%,-10%[46.1 µM],?
CCc1c(C)sc(NC(=O)c2ccccc2[N+](=O)[O-])c1C(N)=O,6%,-2%,4%,-0.8%,-6%,-1%,9%,-3%
Cn1nnc(C(O)CN2CCOCC2)n1 (stereo not given),-2%,-15%[38.3 µM],?,-0.7%,-8%,-4%,-29%[46.1 µM],-18%
COc1ccc([N+](=O)[O-])cc1N(CC(O)CN1CCCCC1)S(=O)(=O)c1ccccc1 (stereo not given),17%,14%,-27%,0.0%,i,-5%,-44%,-8%
Cc1c(NC(=O)CSc2ncnc3ccccc23)c(=O)n(-c2ccccc2)n1C,5%,8%,-2%,-4.2%,i,8%,7%,-11%

# Next records:
Compound,RGS12 GoLoco inh,IMPase Li cell,JMJD2E inh,Epigenetic derep,RECQ1 helicase,KinaseGlo FLuc,NPSR antagonist,SMN2 splice up
COc1ccc(C(=O)C2CCCN(Cc3cccc4c3OCO4)C2)cc1OC (stereo not given),7%,19%,-3%,-1.2%,?,.,29%,.
COc1ccc(S(=O)(=O)N2CCC(C(=O)NCCc3ccc4c(c3)OCO4)CC2)cc1,2%,12%[38.3 µM],0%,-0.4%,-6%,-2%,-14%[46.1 µM],-1%
N=C1C(c2ccccc2)=C(O)CN1c1cccc(S(=O)(=O)N2CCOCC2)c1,0%,.,0%,0.1%,1%,.,2%,.
N#Cc1cccc(-n2nnnc2-c2ccccn2)c1,.,.,?,?,-2%,.,-10%[46.1 µM],.
CCOC(=O)CNC(=O)Cn1cnc2c(nnn2-c2ccc(C)cc2)c1=O,.,.,-2%,-0.9%,-7%,.,-2%[46.1 µM],.
Cn1c(-c2c(N)n(-c3ccccc3)c3nc4ccccc4nc23)nc2ccccc21,30%,?,4%,3.1%,-1%,-1%,-24%,.
OCCNc1nc(C2CC2)nc2c1nnn2Cc1ccccc1Cl,0%,14%[38.3 µM],-4%,0.0%,-4%,0%,-6%[46.1 µM],-16%
Cc1cc(C(F)F)n2nc(C(=O)Nc3ccc(F)cc3F)nc2n1,11%,10%[38.3 µM],5%,2.0%,i,0%,1%[46.1 µM],16%
CC(C)Nc1ncnc2c1nnn2Cc1ccccc1,-3%,-12%[38.3 µM],-8%,0.0%,-1%,-3%,?,-11%
COc1cc(OC)c(C(=O)NC2CCCCCC2)cc1OC,13%,44%[activator][38.3 µM],-3%,0.0%,-2%,-1%,-8%[46.1 µM],-10%
Cc1nc(CC(=O)N2CCN(c3cccc(C)c3C)CC2)cs1,-5%,16%[38.3 µM],-3%,0.7%,2%,1%,-2%[46.1 µM],-1%
COc1cccc(NC(=O)CSC2=C(C#N)C(c3ccco3)C3=C(CCCC3=O)N2)c1 (stereo not given),-5%,26%[38.3 µM],?,-1.1%,i,0%,-16%[46.1 µM],24%
N#Cc1cnn2c(-c3ccccc3)ccnc12,7%,-4%[38.3 µM],?,-0.7%,-1%,0%,-10%[46.1 µM],-12%
COc1ccc2nc(C)cc(N3CC(C)OC(C)C3)c2c1 (stereo not given),5%,27%[38.3 µM],-1%,5.7%,8%,-2%,?,15%
CCN(CC)CC(=O)N(CC(=O)Nc1c(C)cc(C)cc1C)C1CCCCC1,4%,20%[38.3 µM],9%,8.1%,10%,24%,6%[46.1 µM],4%

# (next part)
Compound,RGS12 GoLoco inh,IMPase Li cell,JMJD2E inh,Epigenetic derep,RECQ1 helicase,KinaseGlo FLuc,NPSR antagonist,SMN2 splice up
CC(C)(C)OC(=O)NNC(=O)Nc1ccccc1C(F)(F)F,1%,8%,7%,-0.4%,2%,0%,2%,8%
COc1ccc(CC(=O)NCCC(C)C)cc1S(=O)(=O)N1CCOCC1,5%,7%,0%,-1.5%,-2%,-2%,4%,-4%
CCOC(=O)c1c(N)sc2c1CCS(=O)(=O)C2,-12%,-8%[38.3 µM],1%,-1.1%,i,-4%,-5%[46.1 µM],9%
COc1ccc(-n2cnc3cc(N)ccc32)cc1,-2%,4%,2%,-7.6%,0%,-2%,7%[46.1 µM],14µM*
CCOc1ccc(-n2cc(-c3ccccc3)c3c(=O)[nH]cnc32)cc1,1%,-6%,-1%,1.6%,-13%,9%,-32%,-8%
Cc1cccc(C)c1NC(=O)CSCc1cccc(CSCC(=O)Nc2c(C)cccc2C)n1,5%,22%[38.3 µM],5%,-0.5%,-3%,3%,-23%[46.1 µM],-3%
CCN(Cc1ccccc1)Cc1cc(OC)cc(OC)c1,-2%,2%[38.3 µM],6%,-0.9%,-9%,-6%,-12%[46.1 µM],2%
CC(=O)Nc1ccc(NC(=O)C2CC(=O)N=C(N)S2)cc1 (stereo not given),10%,17%[38.3 µM],6%,0.0%,4%,-3%,6%[46.1 µM],6%
COc1ccc(CNc2nc3nc(C)cc(C)n3n2)cc1OC,4%,-6%[38.3 µM],-4%,4.8%,-11%,2%,-9%[46.1 µM],1%
CCOc1ccc(NC(=O)N(CCC(C)C)C(C)c2ccco2)cc1 (stereo not given),5%,16%[38.3 µM],1%,0.9%,i,-3%,-22%[46.1 µM],-10%
CC12CCC(C(=O)N3CCCc4ccccc43)(OC1=O)C2(C)C (stereo not given),10%,4%,-5%,-0.9%,-6%,1%,6%,-2%
c1ccc(OCc2nnc(-c3ccccc3)o2)cc1,-3%,7%,-3%,-2.2%,14%,0%,0%,13µM*
COc1cc2c(cc1OC)C(c1cccc(OC)c1OC)CC(=O)N2 (stereo not given),4%,13%[38.3 µM],4%,0.0%,i,-4%,-2%[46.1 µM],-19%
C=CCOC(=O)C1=C(C)NC(=O)NC1c1ccc(OC(=O)c2ccco2)c(OC)c1 (stereo not given),-1%,24%[38.3 µM],11%,-1.0%,i,22%,-6%[46.1 µM],36%
O=C(CSc1nnc(Cc2cccs2)n1C1CCCCC1)N1CCN(C(=O)c2ccco2)CC1,5%,5%[38.3 µM],5%,-2.0%,-3%,-3%,-9%[46.1 µM],-12%
CSc1nnc(-c2ccccc2)n1C,1%,9%,3%,0.1%,-1%,2%,6%[46.1 µM],-2%
